A-T KAP1 phos: potential ataxia-telangiectasia treatment; […] A-T fibroblasts, KAP-1 phosphorylation AlphaLISA; neocarzinostatin DNA damage 30 min before lysis; Potency, µM (doses to about 57.5 µM), inactives show at the top dose activation, hits mostly activators; AID 485349; actives 0.19% (n = 320,000); further: potency means the concentration at half of the fitted maximal effect; % of control where 0% means no effect; nearly all actives have a fitted effect of over 45% in size
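ATM-like activity read as KAP-1 phosphorylation via AlphaLISA donor/acceptor antibody pairs after lysis and 6 hr at 25C. Cells were ATM-null patient fibroblasts ([…], hTERT), dosed 60 min, then exposed to the DSB inducer NCS for 30 min.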
TRPV1 ag: human TRPV1 agonism; TRPV1-expressing cells, Fluo-8 calcium influx, agonist mode; activation, % at 8.33 µM; actives 0.19% (n = 320,000); in the data active means activation above about 80%; inconclusive means between about 30% and that limit; further: 0% is about no effect
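TRPV1-expressing cells were cultured overnight at 35.5C and loaded with Fluo-8 calcium dye for 40 to 90 min at room temperature. After a 10 s baseline, compound was added and calcium influx was read kinetically for 3 min (ex 480/em 520 nm).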
S-ASM inh: blocks human secretory acid sphingomyelinase; actives 0.006% (n = 340,000); placental ASM, HMU-PC fluorogenic substrate, 60 min; Potency, µM (highest dose often 57.5 µM), inactives show at the highest dose activity change, negative = inhibition, actives largely listed as inhibitors; AID 504937; further: potency means the concentration at half of the fitted maximal effect
Target sequence (P17405 47-631 limits assumed): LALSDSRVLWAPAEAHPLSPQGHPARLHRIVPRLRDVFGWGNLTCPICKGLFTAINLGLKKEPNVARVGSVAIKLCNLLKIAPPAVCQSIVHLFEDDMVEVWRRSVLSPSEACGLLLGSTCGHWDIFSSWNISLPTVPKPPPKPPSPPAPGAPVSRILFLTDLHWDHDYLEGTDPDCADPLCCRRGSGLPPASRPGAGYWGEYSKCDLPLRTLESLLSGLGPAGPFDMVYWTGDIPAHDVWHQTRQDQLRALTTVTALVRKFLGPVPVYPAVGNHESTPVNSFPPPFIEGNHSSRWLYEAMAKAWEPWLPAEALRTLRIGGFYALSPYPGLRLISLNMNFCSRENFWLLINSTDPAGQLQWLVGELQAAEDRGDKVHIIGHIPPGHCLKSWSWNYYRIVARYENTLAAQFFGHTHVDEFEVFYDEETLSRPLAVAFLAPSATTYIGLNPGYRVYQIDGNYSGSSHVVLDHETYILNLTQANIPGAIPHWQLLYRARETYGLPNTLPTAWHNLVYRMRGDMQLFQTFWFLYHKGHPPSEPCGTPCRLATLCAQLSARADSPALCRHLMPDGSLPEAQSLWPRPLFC
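Human placenta-derived ASM enzyme was preincubated with compound for 10 minutes at room temperature, then given fluorogenic substrate HMU-PC0 (9 uM final) for 60 minutes at 37 °C; a pH 10 stop preceded fluorescence reading at Ex 386/Em 447 nm.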
GALK inh: galactokinase (human) inhibition; P51570; Purified GALK, Kinase-Glo residual ATP luminescence; Potency, µM (highest dose often 57.5 µM), without a hit: at the top dose activity change, negative = inhibition, most hits filed as inhibitors; actives 0.007% (n = 270,000); AID 1868; further: potency means the concentration at half of the fitted maximal effect; on the % scale 0 is the no-effect control and ±100 the full control effect
Target sequence (P51570 whole entry, looked up): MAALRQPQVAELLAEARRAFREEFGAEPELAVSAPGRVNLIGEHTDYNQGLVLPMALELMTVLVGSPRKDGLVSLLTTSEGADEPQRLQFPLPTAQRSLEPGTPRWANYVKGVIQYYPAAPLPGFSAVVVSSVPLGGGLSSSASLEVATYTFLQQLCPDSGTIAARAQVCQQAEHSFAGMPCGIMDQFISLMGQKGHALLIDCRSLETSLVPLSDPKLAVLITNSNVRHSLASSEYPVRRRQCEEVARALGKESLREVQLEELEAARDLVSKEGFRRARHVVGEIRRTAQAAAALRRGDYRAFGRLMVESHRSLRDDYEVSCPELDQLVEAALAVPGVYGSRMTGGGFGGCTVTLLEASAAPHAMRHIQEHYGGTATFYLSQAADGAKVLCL
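ATP-depletion format; final 35 uM ATP, 100 uM D-galactose, 5 nM enzyme; pH 8.0 HEPES/Mg2+ buffer; 60 min RT; luminescence read 10 min after detection reagent.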
Coupling enz: inhibits coupling enzyme system, counter-screen for aldolase hits | AID 2472 | activity change, negative = inhibition, % at 58.2 µM, hits read low | actives 0.67% (n = 290,000) | coupling enzyme system counterscreen, AmpLite Red fluorescence; in the data active means activity change below about -30%; further: on the % scale 0 is the no-effect control and ±100 the full control effect
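Counterscreen of the coupled detection system alone, without aldolase: glyceraldehyde-3-phosphate coupling enzymes plus AmpLite Red readout. Compounds at 57.5 uM final, 10 min RT preincubation, 20 min RT reaction, fluorescence 525/598 nm.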
KCNH2 WT inh: KCNH2 (human, wildtype) channel inhibition. U2OS, BacMam KCNH2, thallium flux FluxOr; hits give low values. actives 0.37% (n = 340,000). AID 720551. activity change, % at 1.84 µM;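 active means maximum activity change below -70%; inconclusive means maximum activity change between -70% and -50%; inactive means maximum activity change above -50%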; further: on the % scale 0 is the no-effect control and ±100 the full control effect
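U2OS cells were transduced with wild-type KCNH2 virus (2.03 x 10^8 / mL) for 4 h at room temperature, then cultured overnight at 37 C. Thallium flux was read with FluxOr dye. Rate constants were normalized to DMSO controls.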
CXXC DNA block: MLL CXXC-DNA interaction inhibition; Q03164; MLL-CXXC / FITC-HOXA9 DNA fluorescence polarization; Potency, µM (doses to about 115 µM), without a hit: at the highest dose activity change, negative = inhibition, hits mostly inhibitors; actives 0.037% (n = 290,000); AID 2662; active means well fitted inhibition curve with a large enough effect in the polarisation, with a control signal flat, not every such curve was filed as active; inconclusive means small, poorly fitted or top-dose-only effect, or effect the other way, or a change in a side signal; inactive means no such curve, though single readings can be large or run the other way; the % refers to the polarisation; further: potency means the concentration at half of the fitted maximal effect
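Purified MLL-CXXC (added from a 7 uM solution) was preincubated 5 min at ambient with pinned compounds in 50 mM Tris-HCl pH 7.5, 50 mM NaCl, 1 mM DTT, 0.05% BSA. Fluorescein-labeled HOX-A9 DNA (50 nM solution) followed, 30 min, then polarization read.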
KCNH2 3.1 inh: inhibitors of human KCNH2 3.1 potassium channel isoform | activity change, % (tested at about 1.8 µM) | U2OS KCNH2 3.1, thallium flux FluxOr; hits give low values | actives 0.95% (n = 340,000);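 active means maximum activity change below -70%; inconclusive means maximum activity change from -70% to -50%; inactive means maximum activity change above -50%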;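 further: thallium influx rate constant from kinetic fluorescence after stimulation buffer; on the % scale 0 is the no-effect control and ±100 the full control effect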
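Virally transduced U2OS (3.1 isoform, 4 h infection in dark at RT) → overnight 37 C → FluxOr + Red40 in HBSS/HEPES, 45 min → stimulation buffer, 2 min kinetic read → rate constant vs DMSO controls.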
Integrin act MD: activates integrin-mediated alleviation for muscular dystrophy; actives 0.064% (n = 350,000); alpha7betagal myoblasts, beta-gal FDG fluorescence, 48 h; AID 624291; Potency, µM (highest dose often 38.3 µM), without a hit: top-dose activation, hits mostly activators;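 further: potency means the concentration at half of the fitted maximal effect; 100% = response of the positive control SU9516; nearly all actives have a fitted effect of over 60% in size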
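alpha7betagal+/- myoblasts (passage 13, 250/well) treated 48 h at 37C with compounds at 1:260 dilution of DMSO stock. Lysed, then beta-galactosidase activity read as FDG fluorescence (ex 480/em 540) after 30 min, with pre-read for autofluorescence.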
MBNL1-CUG inh: MBNL1-poly(CUG) RNA binding inhibition. Q9NR56. AID 2675. actives 0.036% (n = 280,000). TR-FRET MBNL1-His/biotin-(CUG)12 binding, 665/545 ratio. Potency, µM (series often up to 57.5 µM), for the others: top-dose activity change, negative = inhibition, hits mostly inhibitors; active means well fitted inhibition curve with a large enough effect in the signal ratio, with a control signal flat, not every such curve was filed as active; inconclusive means small, poorly fitted or top-dose-only effect, or effect the other way, or a change in a side signal; inactive means no such curve, though single readings can be large or run the other way; the % refers to the signal ratio; further: potency means the concentration at half of the fitted maximal effect; on the % scale 0 is the no-effect control and ±100 the full control effect
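Compounds (final 92 nM to 58 uM) are added to His-tagged MBNL1 and biotin-(CUG)12, then terbium anti-His antibody and streptavidin-XL665 (5 nM final). After 60 min at room temperature, the 665/545 nm ratio is read.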
Starred values were filed as active, the others as inactive; ? = inconclusive; / = not tested or not shown; [ ] = remark or other dose. Unless noted, the call rests on the fitted dose curve; in most records, active means well fitted curve in the direction sought with a large enough effect; inconclusive means small, poorly fitted or top-dose-only effect, or another doubt; inactive means no such curve, though single readings can be large; an effect the other way counts as inactive or inconclusive.

SMILES	A-T KAP1 phos	TRPV1 ag	S-ASM inh	GALK inh	Coupling enz	KCNH2 WT inh	CXXC DNA block	KCNH2 3.1 inh	Integrin act MD	MBNL1-CUG inh
COc1ccc(CCn2c(=O)[nH]c3cc(C(=O)NCCCN4CCOCC4)ccc3c2=O)cc1OC	8%	-1	44%[activator]	1%	0	0	-3%	-11	5%	6%
O=C(CNS(=O)(=O)c1ccccc1)NCc1ccccn1	5%	1	14%	4%	0	12	-2%	4	12%	?
OCC[C@H]1C[C@@H](O)[C@H](O)[C@@]2(CCCCO2)O1	/	/	5%	/	/	4	/	36	14%	/
COc1cccc(C(C(=O)NC2CCCCC2)N(C(=O)c2cccs2)c2ccc3c(c2)OCO3)c1 (stereo not given)	-4%	?	-1%	/	4	-4	31%[activator]	-14	26%	-22%
NC(=O)C1(C(N)=O)OC1c1ccccc1 (stereo not given)	0%	-1	0%	-2%	0	-1	-3%	1	-8%	-2%
O=c1cc(-c2ccc(Cl)c(Cl)c2)[nH][nH]1	/	3	-1%	-2%	4	2	-2%	-1	-10%	3%
O=C1NN=C(c2ccccc2)C1Cc1ccccc1 (stereo not given)	/	/	4%	/	/	-3	/	0	17%	/
O=C(NC1CCCCC1)c1cc(C(=O)c2ccccc2Br)c[nH]1	0%	5	4%	-1%	2	-23	-21%	4	15%	-6%
C/C(=N/NC(=O)c1ccccn1)c1ccco1	0%	-3	1%	18%	/	8	-2%	-1	-3%	?
CC(C)CN(C(=O)CSc1nc(-c2ccccc2)cn1N)c1c(N)n(Cc2ccccc2)c(=O)[nH]c1=O	1%	1	/	/	/	2	/	8	10%	/
O=C1c2ccccc2C(O)(c2ccccc2)N1CCc1ccccc1 (stereo not given)	0%	8	-6%	-2%	-1	-12	-11%	-5	0%	9%
O=C(NCc1cccnc1)c1cccn1-c1ncc(C(F)(F)F)cc1Cl	2%	1	0%	-1%	2	-4	1%	-3	-13%	-8%
C=CCn1c(SCC(=O)c2c(N)n(C3CC3)c(=O)[nH]c2=O)nnc1-c1ccoc1C	-8%	3	-2%	/	/	3	/	2	?	/
O=C(Nc1ccc(-c2nnn(CC(=O)N3CCN(C(=O)c4ccco4)CC3)n2)cc1)c1ccccc1F	0%	10	/	0%	1	/	?	/	/	2%
Cn1c(=O)c2c(nc(Cl)n2CCOc2ccccc2)n(C)c1=O	14%	2	4%	4%	1	15	-3%	16	0%	-1%
CC(C)(C)c1ccc(C(=O)NCCC(=O)NC2=NCCS2)cc1	-1%	-2	5%	/	/	-6	/	0	0%	/
Clc1ccc(/C=N/c2c(-c3ccc(Cl)cc3)nc3n2CCS3)cc1	0%	11	-11%	/	0	11	5%	-15	21%	-5%
O=C(OCc1cc(Cl)ccc1OC(F)F)c1ccc([N+](=O)[O-])o1	19%	-1	/	4%	-12	/	15%	/	/	?
CSCc1ccc(C(=O)NCc2ccccc2)cc1	0%	?	2%	1%	2	-29	-1%	-6	18%	-13%
COc1cc(CCCN2C(N)=NC[C@H]2Cc2ccc(O)cc2)cc(OC)c1OC	27%	-2	2%	-4%	1	-14	3%	-3	2%	-8%
CC12CN3CC(C)(CN(C1)C3c1ccccc1)C2O (stereo not given)	0%	3	-2%	-3%	-8	0	-6%	-44	?	?
O=C(CSc1n[nH]c(-c2ccccc2)n1)NC1CCCCC1	7%	5	-1%	5%	2	-2	15%	-10	15%	-8%
COc1ccc(C(=O)NCC2(c3ccccc3)CCCC2)c(OC)c1	14%	?	-3%	-6%	1	5	15%	-1	3%	2%
CC1(C)C2CC[C@]3(C)C(CC=C4[C@@H]5C[C@@](C)(CO)[C@@H](O)C[C@]5(C(=O)O)CC[C@]43C)[C@@]2(C)CC[C@@H]1O (stereo not given in full)	/	/	-2%	/	/	2	/	-2	8%	/
COc1ccc(NC(=O)CN2CCN(c3c(C)cc(C)cc3C)CC2)cc1	3%	5	-1%	-3%	-1	-2	14%	-23	-1%	-2%
CN(C)c1ccc(/C=N/NC(=O)CNC(=O)/C=C/c2ccco2)cc1	-4%	2	44%	0%	0	-4	16%	7	-15%	?
CCN(CC)C(=O)[C@H]1CC(CC(=O)NCCc2ccccn2)C(=O)N2CCc3c([nH]c4ccccc34)[C@]12C (stereo not given in full)	6%	/	3%	/	/	-6	/	-5	5%	/
CC(C)c1ccc(C(=O)NNC(=O)c2n[nH]c(=O)c3ccccc23)cc1	-13%	2	-4%	/	/	1	/	-1	10%	/
O=C(CN1C2=NCCN2c2ccccc21)C12CC3CC(CC(C3)C1)C2	3%	6	-2%	3%	1	1	-3%	-20	-61%[inhibitor]	-9%
CCOC(=O)N1CCN(CC(=O)c2c[nH]c3ccc(F)cc23)CC1	-3%	1	/	0%	2	/	8%	/	/	6%
O=C(C1=C[C@H](c2ccc(C(F)(F)F)cc2)C[C@H](OCc2ccc(CO)cc2)O1)N1CCCCCCC1	25%	?	-6%	4%	-1	-1	-17%	-9	-24%	-7%
Cc1cc(Cl)c(S(=O)(=O)Nc2ccc3c(c2)OCCO3)cc1OCC(=O)NC1CCCCC1	-4%	-3	-8%	2%	1	1	27%	-2	15%	7%
CCOC(=O)c1sc(=NC(=O)c2ccc(C)c(C)c2)n(C)c1C	-2%	0	3%	0%	4	4	10%	18	-2%	-7%
CC(C)(CO)NC(=S)NCc1ccco1	-1%	0	1%	1%	-26	2	1%	-6	15%	9%
Cc1cccc(C(=O)N2CCc3cc(-c4csc(NC(=O)CN5CCCC5)n4)ccc32)c1	2%	1	-4%	0%	-5	-1	3%	-9	-35%	-6%
Cn1c(Cc2cccs2)nnc1SCC(=O)Nc1ccc(C(N)=O)cc1	15%	-1	3%	/	/	1	/	22	9%	/
Cc1cc(NC(=O)CSc2nccn2-c2cccc(C)c2C)no1	0%	0	2%	6%	1	3	16%	-11	-18%	0%
COc1ccc(NS(=O)(=O)c2cccc(C(=O)NNC(=O)CNC(=O)c3ccccc3Cl)c2)cc1	/	/	-3%	/	/	-20	/	14	4%	/
CC(=O)Oc1ccc2oc3c(c2c1)C(=O)CCC3	-2%	-3	1%	2%	4	3	5%	4	-14%	-14%
COc1ccccc1NC(=O)C(=O)/C=C(\O)c1ccccc1	9%	5	-2%	-4%	-2	-6	-7%	-2	3%	0%
CCOC(CCNC(=O)c1cn(-c2cccc(C)n2)cn1)OCC	-1%	0	5%	-1%	-1	6	11%	0	13%	0%
CC(=O)Nc1ccc(-c2csc(NC(=O)Nc3ccccc3)n2)cc1	-13%	7	-23%	5%	-5	-4	4%	1	-11%	-4%
CCOc1ccc(NS(=O)(=O)c2ccc(C(=O)NCCCN3CCOCC3)cc2)cc1	20%	-7	-4%	-8%	/	7	8%	/	-9%	-4%
COc1ccc(CCNC(=O)CSc2nc(N)c3c(C)c(C)oc3n2)cc1OC	/	1	-2%	0%	-4	0	5%	-11	-8%	4%
COC(=O)CC1C(=O)NCCN1C(=S)Nc1ccccc1Cl (stereo not given)	0%	-4	-1%	1%	4	-1	-3%	-9	?	-3%
CC(CN1CCOCC1)OC(=O)C1COc2ccccc2O1 (stereo not given)	-2%	0	5%	-2%	0	10	3%	7	10%	-10%
CC(=O)OC1CCC2(C)C(CCC3C2CC(=O)C2(C)C3CC(C(C(C)=O)C(C)=O)C2C(C)=O)C1 (stereo not given)	/	/	0%	/	/	-2	/	9	-21%	/
Nc1cccc(-n2nncc2-c2ccc(Cl)cc2)c1	15%	2	/	4%	0	/	-10%	/	/	-3%
Cc1cccc(N(Cc2cc(=O)[nH]c3ccccc23)C(=O)CCl)c1	17%	-2	-2%	/	2	24	3%	7	-14%	106%[activator]
Cc1ccc(-n2c(SCC(=O)N3CC(=O)Nc4ccccc43)nc3ccccc3c2=O)cc1C	-3%	14	-9%	1%	2	-11	16%	11	-4%	-4%
CCN1C(=O)N[C@@H](c2ccccc2)C(C(=O)OC)=C1C	/	/	1%	/	3	3	/	12	23%	/
Cc1ccc(CSC2=Nc3ccccc3C3=NC(CC(=O)NCc4ccco4)C(=O)N23)cc1 (stereo not given)	-4%	0	39%[activator]	-1%	-13	1	-14%	0	-61%[inhibitor]	5%
CN(C)C(CNC(=O)C1CCN(S(=O)(=O)c2cc(Cl)ccc2Cl)CC1)Cc1ccccc1 (stereo not given)	/	/	0%	/	/	46	/	?	-4%	/
CC(C)(C)NC(=O)CN(C(=O)CNS(=O)(=O)c1ccccc1)c1ccc2c(c1)OCCO2	0%	-2	1%	-2%	1	6	1%	-14	-8%	-2%
Cc1ccnc(N2C(=O)CSC2c2ccc(Cl)cc2)c1 (stereo not given)	2%	-4	/	1%	0	-6	2%	4	-12%	/
